Source: PubChem (several laboratories)
RmlCD inh mix: RmlC/RmlD inhibition, mixture screen | actives 0.39% (n = 110,000) | inhibition, % at 5.5 µM | RmlC/RmlD coupled enzyme inhibition, 384-well mixture HTS; in the data active means inhibition above about 30%, passing the limit was not always enough; inconclusive means no clear call, values can overlap the other calls; further: strong numbers were not always called active
HIV RNase H inh: blocks HIV-1 RNase H cleavage of RNA/DNA duplex | actives 1.9% (n = 65,000) | P04585 | RT-RNase H RNA/DNA duplex cleavage, fluorescence | inhibition, % at 10 µM; in the data active means inhibition above about 50%
Numbers without * were called inactive; ? = inconclusive; / = no result given.

SMILES	RmlCD inh mix	HIV RNase H inh
O=c1c2[nH]c3ccc(F)cc3c2ncn1CCN1CCN(Cc2ccccc2)CC1	-3	-32
Cc1cccn2c(=O)c3cc(C#N)c(=NC(=O)c4ccccc4)n(Cc4ccco4)c3nc12	/	23
CCOc1cc(C)nc(N2CCN(C3CCCCC3)CC2)n1	3	4
Cc1sc2c(c1C)c(=O)nc1scc(CC(=O)O)n12	11	/
COc1cc(C)c(S(=O)(=O)n2nnc3ccccc32)cc1C	10	/
CCN(CC)CCNC(=O)CCn1c(=S)[nH]c2cc3c(cc2c1=O)OCO3	6	-7
COc1ccc(-n2c(SC)nc(O)cc2=O)cc1	-9	-2
CCOc1ccc(C(F)(F)F)cc1NC(=O)COc1ccc(C(F)(F)F)cc1[N+](=O)[O-]	23	/
CCCn1c(NC(=O)c2cccc(C)c2C)nc2ccccc21	-19	/
COc1cc(O)oc1C=Nc1ccccc1	-3	/
COc1cc(CN2C(=O)C(NC(=O)c3ccco3)(C(F)(F)F)C3=C2CC(C)(C)CC3=O)cc(OC)c1 (centres undefined)	-16	/
N#CC1=C(N)Oc2n[nH]c(-c3cccs3)c2C1c1cccnc1 (centres undefined)	5	-17
Cc1cc(Cl)c(S(=O)(=O)NC2CCCCC2)cc1OCC(=O)Nc1nncs1	1	3
Cc1ccc2nc3c(cc(C#N)c(=O)n3-c3nccs3)c(=O)n2c1	107*	-12
O=C(COC(=O)c1cccnc1Nc1cccc(C(F)(F)F)c1)NCCN1C(=O)CSC1=O	-10	-11
CCN(CC)CCNC(=O)c1ccccc1N	16	-8
Cc1nc(N2CCN(Cc3ccccc3)CC2)nc2c1C(=O)CC(C)C2 (centres undefined)	-2	-11
Cc1cccc(Sc2c([N+](=O)[O-])ncn2C)c1	-9	/
COc1cc(-c2nnc3n2N=C(c2ccccc2)CS3)cc(OC)c1OC	4	-11
CCCSc1nc2c(cnn2-c2ccccc2)c(=O)[nH]1	3	-38
CN(Cc1nc2ccccc2n1C)S(=O)(=O)c1ccc(Cl)cc1	-10	-17
CCCCNC(=O)CC1N=C2c3ccccc3N=C(SCC(=O)Nc3ccccc3C)N2C1=O (centres undefined)	-10	7
CCCCN(CC)C(=O)CN1C(=O)c2ccccc2C1=O	-16	/
Cc1cc(C)cc(N(C(C)C(=O)N2CCCCC2)S(C)(=O)=O)c1 (centres undefined)	/	-3
O=C(Nc1ccc2c(c1)OCO2)C1CC(c2c(F)cccc2Cl)=NO1 (centres undefined)	7	-15
Nn1c(SCc2nc3ccccc3[nH]2)nnc1C1CCCCC1	20	10
Cc1cc(C)nc(NS(=O)(=O)c2ccc(NC(=O)CCCN3C(=O)c4ccccc4C3=O)cc2)n1	-14	-10
CCCCOC(=O)Cn1c(=N)n(CCN2CCOCC2)c2ccccc21	-21	-6
CCNC(=O)COc1cccc2ccccc12	20	/
Cc1ccc(SCCC(=O)Nc2c(C)n(C)n(-c3ccccc3)c2=O)cc1	7	/

Part of the list above, in CSV form.
Molecule,RmlCD inh mix,HIV RNase H inh
CCCCN(CC)C(=O)CN1C(=O)c2ccccc2C1=O,-16,/
Cc1cc(C)cc(N(C(C)C(=O)N2CCCCC2)S(C)(=O)=O)c1 (centres undefined),/,-3
O=C(Nc1ccc2c(c1)OCO2)C1CC(c2c(F)cccc2Cl)=NO1 (centres undefined),7,-15
Nn1c(SCc2nc3ccccc3[nH]2)nnc1C1CCCCC1,20,10
Cc1cc(C)nc(NS(=O)(=O)c2ccc(NC(=O)CCCN3C(=O)c4ccccc4C3=O)cc2)n1,-14,-10
CCCCOC(=O)Cn1c(=N)n(CCN2CCOCC2)c2ccccc21,-21,-6

(cont.)
SMILES	RmlCD inh mix	HIV RNase H inh
c1ccc(-n2ncc3c(NC4CCCCCC4)ncnc32)cc1	8	-8
COc1cc(C(=O)N2CCN(C/C=C/c3ccccc3)CC2)cc(OC)c1OC	2	/
CSCCC(NS(=O)(=O)c1ccc(Cl)cc1)C(=O)OCC(=O)NC1CCCCC1 (centres undefined)	11	/
COc1ccccc1N1CCN(C(=O)C(C)N(c2ccccc2)S(C)(=O)=O)CC1 (centres undefined)	3	/
O=C(c1cc2c(s1)-c1ccccc1OC2)N1CCC2(CC1)OCCO2	/	-5
COC(=O)Cn1c(CCS(=O)(=O)c2ccc(Cl)cc2)nc2ccccc21	10	/
Cc1ccc(C(=O)/C=C/c2cn(CN3CCN(C)CC3)c3ccccc23)cc1	16	/
CCN(CC)c1nc2ccccc2n2cnnc12	-3	-7
CCOC(=O)C1C(=O)NC(c2ccccc2)=NC1c1ccc(F)cc1 (centres undefined)	-45	/
Cc1ccc(Nc2nc(CSc3nnnn3-c3ccccc3)cc(=O)[nH]2)cc1	/	2

Look-ups from the results shown.
COc1cc(C)c(S(=O)(=O)n2nnc3ccccc32)cc1C in RmlCD inh mix reads 10
O=C(c1cc2c(s1)-c1ccccc1OC2)N1CCC2(CC1)OCCO2 in HIV RNase H inh reads -5
CCOc1ccc(C(F)(F)F)cc1NC(=O)COc1ccc(C(F)(F)F)cc1[N+](=O)[O-] in RmlCD inh mix reads 23
CCCCOC(=O)Cn1c(=N)n(CCN2CCOCC2)c2ccccc21 in RmlCD inh mix reads -21
Cc1cccn2c(=O)c3cc(C#N)c(=NC(=O)c4ccccc4)n(Cc4ccco4)c3nc12 in HIV RNase H inh reads 23

More compounds
SMILES	RmlCD inh mix	HIV RNase H inh
Cc1nccn1-c1c2c(c(C#N)c3nc4ccccc4n13)CCC2	-16	-14
Cc1cc(C)cc(OCc2ccc(C(=O)O)o2)c1	-8	-16
O=C(NC1CCCCCCC1)NC1CCCCC1	-20	/
CCOC(=O)N1CCC(NC(=O)C2CCN(Cc3nc(-c4ccc(CC)cc4)oc3C)CC2)CC1	/	0
COc1ccc(N(CN2C(=O)c3ccccc3C2=O)C(=O)C(C)C)cc1	-8	0
C#Cc1ccc(C(=O)Nc2cc(C(N)=O)ccc2N2CCOCC2)cc1	6	7
COc1ccc(C2CC(c3ccccc3Cl)Nc3ncnn32)cc1OC (centres undefined)	-6	-10
CCS(=O)(=O)N1CCC(C(=O)N2CCC3(CC2)OCCO3)CC1	-8	-3
O=S(NCc1ccccc1)C12CC3CC(CC(C3)C1)C2 (centres undefined)	5	-5
O=C(O)CSc1nc2c(c(=O)[nH]1)CCCC2	10	0
Cc1cc(C)c(N2C(=NC(=O)CCCC(=O)O)SC3CS(=O)(=O)CC32)c(C)c1 (centres undefined)	-9	-8
Cc1ccc(NC(=O)c2ccc3c(c2)OCCO3)cc1	-9	/
COC(=O)C1=CO[C@@H](C)[C@@H]2CN3CC[C@@]4(C(=O)Nc5ccccc54)[C@@H]3C[C@H]12	-18	/
CC(=O)c1sc2nc(-c3cccs3)ccc2c1N	85	/
Cc1ccc(C(C)C)c(O)c1	4	/
Cc1ccccc1-c1nnc2s/c(=C\c3ccc(N(C)C)cc3)c(=O)n12	/	26
O=C(NC1CCCCCC1)c1cc2n(n1)C(C(F)(F)F)CC(c1ccco1)N2 (centres undefined)	41	-7
CN(CC(=O)Nc1cccc2c1CCCC2)S(=O)(=O)c1ccc(Br)cc1	-6	/
Cc1cc(C)c(C)c(OCc2nc(-c3cccnc3)no2)c1	7	-22
Cc1ccccc1NCC(=O)c1ccc(Br)cc1	6	/
CN1C(=O)c2ccccc2Sc2ccc(C(=O)N3CCC4(CC3)OCCO4)cc21	/	5
Cc1ccc(-c2nc(S(=O)(=O)c3ccc(F)cc3)c(SCC(=O)NCC3CCCO3)o2)cc1 (centres undefined)	12	/
O=C(Cn1cnc2ccccc2c1=O)c1cccs1	14	/
O=C(Cn1cnc2ccc(Br)cc2c1=O)c1cccs1	3	/
O=C(NC1CCCc2ccccc21)c1cccnc1 (centres undefined)	7	-7
c1ccc(SCc2nc3ccccc3[nH]2)cc1	-10	/
O=C(O)CCCCCNC(=O)c1ccccc1Br	7	/
CCCCCn1c(CN2CCN(c3cccc(Cl)c3)CC2)nc2c1c(=O)[nH]c(=O)n2C	-4	-3
COC(=O)C1=C(O)/C(=C\c2ccc(CNC(=O)C(=O)Nc3ccc(C)c(C)c3)o2)N=C1C	-5	/
CCOc1ccc(/C=N/N(C)c2ccccc2)cc1OC	5	/
COc1ccc(CCNC(=O)c2cnn(-c3ccc(C)c(C)c3)c2NC(=O)c2ccco2)cc1OC	-10	0
OC(c1ccccc1)(c1ccccc1)C1CCNCC1	-10	/
O=C(Nc1cccc(S(=O)(=O)C(F)F)c1)c1ccc(S(=O)(=O)N2CCOCC2)cc1	-11	-3
O=C(CCn1c(=O)sc2ccccc21)NCc1ccccc1	-12	-19
O=C(c1ccc(Cl)cc1)c1cnc(-c2ccccc2)s1	4	/
CCOC(=O)CCc1c(C)nc(SCC(=O)O)c(C#N)c1C	-16	70*
Cc1ccc(C)c(NS(=O)(=O)c2cc(C(=O)NCc3ccccn3)ccc2Cl)c1	5	/
Cc1cc(C(=O)NCCc2ccccc2)ccc1[N+](=O)[O-]	-11	/
CCC(C(=O)NC1CCCC1)N(C(=O)c1snc(C(N)=O)c1N)c1ccc2c(c1)OCCO2 (centres undefined)	-9	-15
Cc1ccccc1NC(=O)CN1C(=O)NC(C)(c2ccc3c(c2)OCO3)C1=O (centres undefined)	-12	/

The last 2 entries of the section before lead into the next:
SMILES	RmlCD inh mix	HIV RNase H inh
CCC(C(=O)NC1CCCC1)N(C(=O)c1snc(C(N)=O)c1N)c1ccc2c(c1)OCCO2 (centres undefined)	-9	-15
Cc1ccccc1NC(=O)CN1C(=O)NC(C)(c2ccc3c(c2)OCO3)C1=O (centres undefined)	-12	/
COc1cc2c(=O)nc3n(c2cc1OC)C(c1ccccc1)N=C(N)N3 (centres undefined)	1	3
CC1CN(CCC(=O)Nc2ccc3c(c2)CCC3)CC(C)O1 (centres undefined)	8	2
CC1(C)C2([N+](=O)[O-])CN3CC1([N+](=O)[O-])CN(C2)C3c1ccccc1 (centres undefined)	8	/
Cc1scc(C(=O)NNC(=S)NCC2CCCO2)c1C (centres undefined)	-14	/
Cc1ccc(C)c2[nH]c(=O)c(CN(CC3CCCO3)C(=O)NC3CCCCC3)cc12 (centres undefined)	2	0
O=C(COC(=O)c1cncc(Br)c1)NC1CC1	12	/
CC1(C)CC(=O)C(C=NCCCn2ccnc2)=C(O)C1	1	-8
Cc1ccc(N2C(=O)/C(=C/c3ccc(CN(CCC#N)S(C)(=O)=O)o3)C(=O)NC2=S)cc1C	5	/
CCCCCSc1cc(OC)c(CCNC)cc1OC	2	/
CCn1c(=O)c2cc(C(=O)N3CCCC3)sc2c2ccccc21	/	-20
COc1ccc(CCNC(=O)c2ccc(N3CCCC3=O)cc2)cc1OC	-12	5
O=c1c2[nH]c3ccccc3c2ncn1Cc1ccccn1	/	-11
C=CCNC(=O)c1c(N)n(-c2ccc3c(c2)OCO3)c2nc3ccccc3nc12	-41	57*
O=C(CN1CCN(Cc2ccc3c(c2)OCO3)CC1)Nc1ccc2c(c1)OCO2	7	/
O=C(OCc1ccccc1Cl)c1ccc(-n2cnnc2)cc1	11	-33
O=C(NCCN1CCCCCC1)C1CCN(S(=O)(=O)N2CCOCC2)CC1	-66	-11
Cc1c(Br)c(C(N)=O)nn1C	6	/
Cn1cnc([N+](=O)[O-])c1Nc1ccccc1O	1	/
CCOC(=O)c1ccccc1NC(=O)c1c(O)c2ccccc2n(CC)c1=O	-11	9
O=C(NC1CC1)C1=C[C@@H](C2CCCCC2)C[C@@H](OCc2ccc(CO)cc2)O1	-9	/
Cc1cc([N+](=O)[O-])nn1CC(=O)NNC(=S)Nc1ccc(Cl)cc1	-10	/
O=C(Nc1ccccc1)c1cc(-c2ccccc2Cl)no1	5	/
O=C(Nc1nnc(-c2cccs2)o1)c1cccc(C(F)(F)F)c1	7	2
Cc1cc(Cl)c(S(=O)(=O)NC(C(=O)O)C(C)C)cc1OCC(=O)NC1CCCCC1 (centres undefined)	5	/
COc1ccc(CCNS(=O)(=O)c2cccc3nsnc23)cc1OC	-5	-5
Cc1cc(OCCn2cc(/C(N)=N/O)c3ccccc32)ccc1Cl	-18	/
Cc1c(OC(=O)c2ccc([N+](=O)[O-])cc2)c2c(c[n+]1C)COC(C)(C)OC2	-5	/
CC1(C)NC(=O)N(CNc2cc(Cl)ccc2Cl)C1=O	-17	-67
O=C(NCCN1CCOCC1)c1cc(=O)[nH]c2ccc(Br)cc12	/	-7
CCNC(=O)COc1ccc(S(=O)(=O)Nc2ccccc2)cc1	3	/
NC(=S)Nc1cccc2cc3ccccc3cc12	24	/
OC(COCc1ccccc1)Cn1cnc2ccccc21 (centres undefined)	?	/
CCc1c(C(=O)Nc2ccc(OC)cc2)[nH]c(C)c1C(C)=O	1	-11
Cc1cccc(COc2ccccc2/C=N/Nc2ccc([N+](=O)[O-])cc2)c1	16	/
CC(=O)N1CCCc2cc(S(=O)(=O)N(C)Cc3ccccc3)ccc21	3	-25
COc1ccc(CCn2c(=N)c(C#N)cc3c(=O)n4ccccc4nc32)cc1	/	55*
COc1cccc(/C=N/n2c(CO)nc3ccccc32)c1OC	10	-9
COC(=O)CCC(=O)OC1(C)C(=O)C2=CN(CC3CC3)C(c3ccc(OC)cc3)=CC2=C(Br)C1=O (centres undefined)	6	/
CCNS(=O)(=O)c1ccc(NS(C)(=O)=O)cc1	6	/
COC(=O)c1[nH]c2ccc(Br)cc2c1NC(=O)CN1CCCCC1CCO (centres undefined)	-8	/
Cc1ccc(NC(=O)CN2CCC(C(=O)c3ccc(F)cc3)CC2)cc1	1	/
O=C(NC1CCCC1)C1(c2ccccc2)CCN(S(=O)(=O)c2ccccc2)CC1	-9	/
COc1cc2c(cc1OC)C(c1ccccc1O)N(C1CC(=O)N(c3ccccc3)C1=O)CC2 (centres undefined)	/	8
N#CCC(=O)N/N=C/c1ccc(OS(=O)(=O)c2ccccc2)cc1	-1	/
COc1ccc2c(c1)C1=NN(/C(C)=C\C(C)=O)C(c3ccccc3)C1CC2 (centres undefined)	7	/
Cc1cc2c(=O)n(Cc3ccco3)c(SCC(=O)NCc3ccco3)nc2s1	14	13
CC1Cc2ccccc2N1C(=O)C1CCCN(S(=O)(=O)c2cccc3cccnc23)C1 (centres undefined)	-26	-34
c1ccc(-c2nnc(-c3ccccn3)nn2)nc1	/	1
COC(=O)c1ccc(C(=O)OC)c(NC(=O)c2oc(C)nc2C)c1	/	-7

A portion of the library, so the mix of outcomes need not match the whole.
